Screens as filed in PubChem.
M1 antag: human CHRM1 antagonism. P11229. CHO-K1 hM1, Fluo-8 calcium fluorescence, ACh EC80 antagonist. inhibition, % at 3 µM. 360,000 tested, 1.3% active. AID 588852;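 active means percent inhibition above its own plate's cutoff, namely the mean of that plate's compound wells plus 3 SD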;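 further: peak over basal fluorescence ratio during 140 s after agonist addition; 0% = ACh EC80 plus DMSO and 100% = DMSO alone without agonist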
Target sequence (P11229 whole entry, looked up): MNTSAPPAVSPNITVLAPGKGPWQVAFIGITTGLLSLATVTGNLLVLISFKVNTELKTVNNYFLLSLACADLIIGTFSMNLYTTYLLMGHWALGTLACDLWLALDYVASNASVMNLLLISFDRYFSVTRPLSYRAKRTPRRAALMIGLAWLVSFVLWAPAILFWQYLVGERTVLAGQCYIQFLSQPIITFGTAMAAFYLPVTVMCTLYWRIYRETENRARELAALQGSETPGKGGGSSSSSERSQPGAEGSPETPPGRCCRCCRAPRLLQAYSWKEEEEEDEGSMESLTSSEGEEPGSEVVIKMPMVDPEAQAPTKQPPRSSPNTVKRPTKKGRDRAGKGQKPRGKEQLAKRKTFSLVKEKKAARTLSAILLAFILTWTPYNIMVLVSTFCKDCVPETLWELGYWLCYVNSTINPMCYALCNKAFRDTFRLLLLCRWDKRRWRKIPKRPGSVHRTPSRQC
M4 antag: blocks acetylcholine activation of human M4 receptor | 360,000 tested, 0.73% active | CHO-hM4 cells, ACh EC80, Fluo-8 calcium fluorescence | inhibition, % at 3 µM | AID 624125;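 active means inhibition above its plate's cutoff, the mean inhibition of sample wells plus 3 SD, cut at about 27% in these data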;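 further: 0% = acetylcholine EC80 with DMSO and 100% = DMSO without agonist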
M5 antag: antagonists of human muscarinic M5 receptor (CHRM5) | inhibition, % at 3 µM | CHO-hM5 cells, Fluo-8 calcium fluorescence, ACh EC80 | 360,000 tested, 0.59% active | P08912;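 active means inhibition above a per-plate cutoff, the mean of that plate's test compounds plus 3 SD, cut at about 27% in these data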;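 further: 0% = acetylcholine EC80 with DMSO and 100% = DMSO without agonist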
CHRM5 agonist: agonists of human muscarinic M5 receptor (CHRM5); P08912; CHO-K1 hM5 cells, Fluo-8 calcium fluorescence; 0% DMSO wells, 100% maximal acetylcholine response; activation, % at 3 µM; 360,000 tested, 0.19% active; AID 624037;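 active means activation above the run's mean over test compounds plus 3 SD, cut at about 23% in these data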;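 further: signal is peak over basal fluorescence ratio across the kinetic read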
M1 PAM: positive allosteric modulators of human M1 muscarinic receptor; activation, % at 3 µM; 360,000 tested, 0.088% active; CHO-K1 hM1, Fluo-8 calcium fluorescence, ACh EC20; 0% = ACh EC20, 100% = maximal ACh; P11229; in the data active means activation above about 19%, passing the limit was not always enough
M1 ag: agonists of human M1 muscarinic receptor; CHO-K1 hM1, Fluo-8 calcium fluorescence, agonist mode; 0% DMSO, 100% acetylcholine EC100; P11229; AID 588814; 360,000 tested, 0.33% active; activation, % at 3 µM;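 active means activation above the run's mean compound activation plus 3 SD, cut at about 16% in these data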;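 further: peak over basal fluorescence ratio within a 140 s kinetic read after compound addition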
M4 ag: CHRM4 agonism in calcium assay | P08173 | 360,000 tested, 0.14% active | activation, % at 3 µM | CHO-K1 hM4/Gqi5, Fluo-8 calcium fluorescence; vehicle 0%, full acetylcholine response 100%;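 active means activation above the run mean over all test wells plus 3 SD, cut at about 32% in these data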;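 further: peak over basal fluorescence ratio per well then scaled between controls; 0% = DMSO wells and 100% = acetylcholine at EC100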
TAAR1 ag: agonists of human TAAR1 | Q96RJ0 | CHO RD-HGA16 TAAR1, Fluo-8 calcium fluorescence; vehicle wells 0%, saturating PEA agonist 100% | activation, % at 3 µM | 360,000 tested, 0.99% active;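 active means activation above the mean activation of all test compounds in the run plus 3 SD, cut at about 38% in these data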
Target sequence (Q96RJ0 whole entry, looked up): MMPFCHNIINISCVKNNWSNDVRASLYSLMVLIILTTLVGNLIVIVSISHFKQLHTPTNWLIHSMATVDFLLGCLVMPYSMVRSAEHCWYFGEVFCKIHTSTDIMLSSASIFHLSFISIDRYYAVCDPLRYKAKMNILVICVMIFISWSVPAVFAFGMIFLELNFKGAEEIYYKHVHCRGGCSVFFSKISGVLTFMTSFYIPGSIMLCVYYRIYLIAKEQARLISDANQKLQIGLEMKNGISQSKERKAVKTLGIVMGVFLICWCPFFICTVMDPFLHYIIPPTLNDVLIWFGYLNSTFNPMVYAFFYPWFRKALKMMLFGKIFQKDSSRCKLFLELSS
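System: CHO-derived RD-HGA16 cells with stable Gα16 and human TAAR1. Times: 17-24 h plating, Fluo-8 75 min 37 °C, 30 min RT. Measured by: calcium-sensitive Fluo-8 signal, excitation 470-495, emission 515-575 nm. Read-out basis: % activation relative to PEA EC100 response. Control set: DMSO and PEA EC100. Repeats: no replicates (n 1).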
M5 PAM: potentiates acetylcholine response at human M5 receptor; activation, % at 3 µM; P08912; CHO-K1 hM5, Fluo-8 calcium, ACh EC20 PAM; 0% = ACh EC20, 100% = ACh EC100; 360,000 tested, 0.3% active;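 active means activation above the run cutoff, the mean activation of all test compounds plus 3 SD, cut at about 18% in these data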
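System – CHO-K1 hM5 cells · Compound – 3 µM, single dose · Incubation – compound preincubation 140 s before EC20 acetylcholine addition · Technique – Fluo-8 calcium fluorescence · Measure – Max/basal fluorescence ratio as % of EC20–EC100 ACh window · Benchmarks – low control EC20 acetylcholine (0%), high control EC100 acetylcholine (100%) · Replication – singlicate, one well per test compound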
* = called active by the depositor; · = not tested or not shown.

SMILES	M1 antag	M4 antag	M5 antag	CHRM5 agonist	M1 PAM	M1 ag	M4 ag	TAAR1 ag	M5 PAM
C[C@@H]1CN([C@@H](C)CO)C(=O)c2cc(NC(=O)Nc3ccc4c(c3)OCO4)ccc2O[C@H]1CN(C)S(=O)(=O)c1ccc(F)cc1	-7	-12	8	-1	7	-8	0	1	5
CC1CCCN(C(=O)COC(=O)CNC(=O)c2sc3ccccc3c2Cl)C1 (stereo unspecified)	-3	-9	3	2	0	-1	5	0	0
O=C(O)CN1C(=O)C2C3CCC(C3)C2C1=O (stereo unspecified)	-7	-13	-3	1	-1	-1	0	1	3
COc1ccc(NC(=O)[C@@H](NC(=O)N2C[C@H]3C[C@@H](C2)c2cccc(=O)n2C3)C(C)C)cc1OC	-5	-6	-2	2	3	-4	2	1	3
O=C(O)c1cc(O)c2c(c1)[C@H]([C@H]1c3cc(C(=O)O)cc(O)c3C(=O)c3c(O[C@@H]4O[C@H](CO)[C@@H](O)[C@H](O)[C@H]4O)cccc31)c1cccc(OC3O[C@H](CO)[C@@H](O)[C@H](O)[C@H]3O)c1C2=O (stereo partly specified)	8	9	-5	1	-4	-2	1	0	2
COc1cc(NC(=O)CCn2c(=O)oc3ccccc32)cc(OC)c1OC	-8	1	13	-1	12	1	1	7	0
CCOCCCNC(=O)CN1C(=O)COc2ccc(S(=O)(=O)N3CC(C)CC(C)C3)cc21 (stereo unspecified)	-7	-10	-1	-5	9	-1	-2	-1	1
Fc1ccccc1OCCSc1nnnn1-c1ccccc1	0	6	-1	-5	0	-6	-1	7	-1
COc1cccc(O)c1CN1CCC(Oc2ccc(C(=O)NCc3ccccn3)cc2)CC1	7	10	9	-4	-6	-5	3	3	-2
CCC(Sc1nc(C)cc(=O)[nH]1)C(=O)Nc1ccc(Cl)cn1 (stereo unspecified)	-10	-7	-4	0	8	-5	-1	-2	0
Cc1ccc(C)n1-c1ccc(C(=O)NCc2ccncc2)cc1	-5	-2	-1	-3	6	-5	2	2	-7
CN(c1ccccc1)S(=O)(=O)c1ccc(C(=O)Nc2nnc(C3CC3)s2)cc1	-2	-3	1	3	3	-2	0	5	-3
O=C(Nc1ccon1)c1ccc(Br)o1	0	0	3	-2	4	-5	1	·	2
COC(=O)C(Cc1ccccc1)NC(=O)c1cccc(S(=O)(=O)N(C)C)c1 (stereo unspecified)	4	0	-2	-6	-1	-9	2	14	-9
COc1ccccc1NC(=O)CSc1nc2c(oc3ccccc32)c(=O)n1C	-1	2	11	-3	-2	-4	2	-3	-2
CC(Nc1c([N+](=O)[O-])c(=O)oc2ccccc12)c1ccccc1 (stereo unspecified)	-21	-2	-11	2	12	-3	4	4	13
CCCNC(=O)CSc1nccn1Cc1ccco1	-8	-1	2	2	9	-6	1	5	8
CCOC(=O)C1=C(C)NC(=O)NC1/C(C)=C/c1ccccc1 (stereo unspecified)	-2	-15	9	0	5	-2	4	2	-7
CCn1c(-c2ccco2)n[nH]c1=S	-25	-1	4	-4	8	-1	0	4	1
COC(=O)/C(=C1/Oc2ccc(C)cc2S1)C(F)(F)F	-5	2	-11	1	14	-7	0	0	18
Cn1c(CC(=O)Nc2ccccc2C(F)(F)F)c(Sc2ccccc2)c2ccccc21	-3	5	7	-1	2	-5	-1	-1	-1
O=C(NC1CCCC1)C(c1ccccc1)N(Cc1ccc(F)cc1)C(=O)c1csnn1 (stereo unspecified)	-5	0	7	-3	18	3	0	-4	10
Cc1cn([C@@H](CCCCN)C(=O)NCCCCCCCCCCC(=O)N2CCNCC2)nn1	8	-2	11	-6	-5	-9	0	5	-5
COC(=O)c1ccc(CNC(=O)CN2C(=O)NC(Cc3ccccc3)(c3ccccc3)C2=O)cc1 (stereo unspecified)	-7	-9	-2	-2	2	-4	5	-1	-7
COC(=O)c1cc(Br)c(=O)n(CCN2CCCC2)c1	-6	4	0	-3	-3	-4	0	4	6
Next entries follow.
SMILES	M1 antag	M4 antag	M5 antag	CHRM5 agonist	M1 PAM	M1 ag	M4 ag	TAAR1 ag	M5 PAM
CC(C)(C)C(=O)CSc1nnc(-c2cccs2)n1CC1CCCO1 (stereo unspecified)	0	-1	-1	-1	3	-3	2	7	5
COc1ccc(/C=C(\C#N)C(=O)N=CN(C)C)cc1	-1	-17	-7	-3	7	-5	1	2	3
CC1(C)CC(=O)C=C(NCCc2c[nH]c3ccccc23)C1	11	5	9	-3	-1	-2	2	1	-6
COC(=O)c1[nH]c2ccc(C)cc2c1NC(=O)CCN1CCN(Cc2ccc3c(c2)OCO3)CC1	61*	25	33*	-8	-33	-15	2	1	-12
O=[N+]([O-])c1ccc(-c2csc(COc3ccccc3)n2)cc1	15	-5	15	2	-8	-2	0	-1	3
CC(C)CCn1cnc2c(sc3nc4c(cc32)CSC(C)(C)C4)c1=O	-12	6	1	0	10	-3	1	0	0
CCCCS(=O)CC(COc1ccc(Cl)cc1)OC(=O)c1ccccc1 (stereo unspecified)	-6	1	1	-9	5	-4	1	20	-15
Cc1cc2cc(CNC(=O)C(C)Oc3ccccc3)ccc2n1C (stereo unspecified)	18	-1	13	-1	-12	-7	2	6	-11
COC1(OC)N=C(NC(=O)Nc2ccccc2)C2(C#N)C(c3ccccc3)C12C#N (stereo unspecified)	-28	-2	9	-2	5	-2	0	·	6
N#Cc1ccccc1OCC(=O)Nc1cccc(S(=O)(=O)N2CCCCCC2)c1	18	4	22	1	-12	-1	23	11	-24
CCOC(=O)/C(=N\Nc1ccccc1)P(=O)(c1ccccc1)c1ccccc1	-19	-1	5	2	20	2	0	15	9
COc1cc(OC)c2ccc(=O)oc2c1C(CCN1CCCC(C)C1)c1ccc(N(C)C)cc1 (stereo unspecified)	1	10	9	0	4	-7	0	6	-2
O=C(O)c1ccccc1C(=O)OCC1CCC(=NO)CC1 (stereo unspecified)	2	-4	1	3	-1	-2	1	1	0
O=C(Nc1cccc(Br)c1)C1CCCC1	-17	-4	12	-6	7	-7	0	9	-5
CCn1c(SCC(=O)N/N=C/c2ccccc2OCC(=O)O)nnc1-c1ccc(C)cc1	-9	15	37*	7	7	-5	7	5	26*
CC1(C)OC(=O)N(c2cccnc2)C1(C)O (stereo unspecified)	-6	-4	-4	2	9	-1	1	-2	5
CC(C)[C@H](NC(=O)Nc1cccc(C(F)(F)F)c1)C(=O)O	-16	-2	-1	1	13	-3	0	-1	2
CC(C)(C)OC(=O)C(C(=O)OC(C)(C)C)c1ccc(Cl)nn1	-3	-2	-4	4	6	-4	1	1	2
Cc1cc(OCC(=O)Nc2nccs2)c2c(C)c(C)c(=O)oc2c1	-15	-5	2	0	12	-1	1	0	0
Cc1oc(C(C)(C)C)cc1C(=O)N1CCCC1C(=O)O (stereo unspecified)	-9	9	-4	2	11	-1	0	15	5
CC(CC(=O)c1ccc(F)cc1)N1CCN(c2ccccc2)CC1 (stereo unspecified)	-10	-8	4	-8	-5	-8	1	6	2
COC(=O)c1ccc(-c2cc(C(=O)O)c3cc4c(cc3n2)OCCO4)cc1	-6	8	5	-1	7	-3	1	10	5
Cc1cccnc1NC(=O)c1ccc(Cl)c(S(=O)(=O)N2CCCC2)c1	-10	5	2	-3	6	3	2	1	4
COc1ccc(NC(=O)CN2CCN(Cc3ccc4c(c3)OCO4)CC2)cc1OC	6	7	3	-8	-2	-6	0	8	6
COc1nc(N2CCOCC2)nc(C)c1[N+](=O)[O-]	0	2	-3	1	3	-3	0	1	1

Sorted by SMILES length (rising): some entries from above.
SMILES	M1 antag	M4 antag	M5 antag	CHRM5 agonist	M1 PAM	M1 ag	M4 ag	TAAR1 ag	M5 PAM
O=C(Nc1cccc(Br)c1)C1CCCC1	-17	-4	12	-6	7	-7	0	9	-5
Cc1oc(C(C)(C)C)cc1C(=O)N1CCCC1C(=O)O (stereo unspecified)	-9	9	-4	2	11	-1	0	15	5
Cc1cc2cc(CNC(=O)C(C)Oc3ccccc3)ccc2n1C (stereo unspecified)	18	-1	13	-1	-12	-7	2	6	-11
CC(C)CCn1cnc2c(sc3nc4c(cc32)CSC(C)(C)C4)c1=O	-12	6	1	0	10	-3	1	0	0
COC(=O)c1ccc(-c2cc(C(=O)O)c3cc4c(cc3n2)OCCO4)cc1	-6	8	5	-1	7	-3	1	10	5
COc1cc(OC)c2ccc(=O)oc2c1C(CCN1CCCC(C)C1)c1ccc(N(C)C)cc1 (stereo unspecified)	1	10	9	0	4	-7	0	6	-2

The list goes on.
SMILES	M1 antag	M4 antag	M5 antag	CHRM5 agonist	M1 PAM	M1 ag	M4 ag	TAAR1 ag	M5 PAM
NC(=O)[C@@H]1CCCN1C(=O)c1ccc2nc(Cc3cccc(Cl)c3)oc2c1	-11	11	10	-3	5	-4	1	0	-3
COc1ccc([C@@H]2[C@@H]3C(=O)N(C(C)(C)C)C(=O)[C@@H]3[C@]3(C)C(=O)N(c4ccc(C)cc4)C(=O)N23)cc1	-5	-22	1	-6	4	-4	3	2	2
CCOc1ccc(S(=O)(=O)N2CCC(C(=O)Nc3ccc(C)c(S(=O)(=O)N4CCOCC4)c3)CC2)cc1	4	1	-3	0	-4	-5	9	3	-14
O=C(NC1CCCC1)C(c1ccc(F)cc1)N(Cc1ccc(F)cc1)C(=O)c1ccn[nH]1 (stereo unspecified)	27	25	3	-3	-32	-10	4	8	-16
Cn1cnnc1Sc1ccc(C(=O)OCC(=O)NC2CC2)cc1[N+](=O)[O-]	-8	2	5	-1	11	-4	2	-1	4
Cc1cc(C)c(S(=O)(=O)c2ccc(Cl)cc2)c(=O)[nH]1	-14	-10	5	-4	14	-3	1	0	3
Cc1nnc2c(NCCC(C)C)nc3ccccc3n12	-2	-3	6	-1	0	-4	0	2	-4
Cc1cccc(Nc2nc(-c3cccs3)cs2)n1	-17	-4	9	1	8	-2	-2	10	-9
N#CCc1c(C#N)c(N)nc(N2CCN(S(=O)(=O)c3ccccc3)CC2)c1C#N	2	8	10	0	-2	-3	4	11	-4
NC(=O)C1CCN(c2nc(-c3ccc(Br)cc3)cs2)CC1	-9	-15	-10	-3	2	-7	2	0	13
COc1ccc(CNc2ncc(-c3ccc(F)cc3)n2C)c2ccccc12	-10	-1	15	-6	0	-3	7	11	-3
Cc1sc2nc(C3CC3)nc(N3CCN(S(=O)(=O)c4ccc(F)cc4)CC3)c2c1C	-27	-15	-10	-1	3	-4	1	2	-2
COc1ccc(-n2c(NCCN(C)C)nc3sc4c(c3c2=O)CCCCC4)cc1	-19	4	1	-1	15	-2	4	14	5
COc1ccc(C(=O)NCc2n[nH]c(=S)n2-c2ccccc2)cc1OC	-6	-13	5	0	7	-1	2	7	-5
CCNC(=O)C1(C)CCN(Cc2cccc(Oc3ccccc3)c2)C1 (stereo unspecified)	-3	-22	4	-1	-10	-7	11	0	-4
O=C(CNC(=O)C1CCCCC1)Nc1cc(Cl)ccc1Cl	7	-2	0	-1	3	-1	1	0	-2
C=CCSc1nc(C)c(CC(=O)OCCCC)c(=O)[nH]1	1	4	-6	-1	3	-2	0	3	7
N#CC(c1ccc(F)cc1)c1ccc(C(=O)c2ccc(F)cc2)cc1 (stereo unspecified)	17	10	8	3	-6	1	4	22	-7
COc1ccc(NC(=O)C2(C)CCN2C(=O)CC2CCCC2)cc1OC (stereo unspecified)	-7	5	-3	2	3	-2	2	5	1

This is a subset; rates above refer to the full screens.
